High-throughput results deposited in PubChem by several laboratories.
MDM2 E3 inh = Mdm2 E3 ligase (human) inhibition | signal enhancement, % at 5 µM | Q00987 | 210,000 tested, 0.11% active | cell-based MDM2 ubiquitination luciferase reporter, 2 h; 0 = plate control, 100 = twice control, blank-subtracted;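 active = signal enhancement of 30% or more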;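 also: luminescence tracks abundance of the self-degrading MDM2-luciferase fusion protein; higher signal means inhibition of MDM2 E3 ligase activity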
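Assay system: stable mammalian line carrying autodegrading MDM2–luciferase fusion reporter; Input: 2000 cells in each well; Compound dosing: single-point 5 µM; Schedule: 2 h compound exposure at 37 °C; Signal: SteadyLite luciferase luminescence after 15 min room-temperature reagent incubation; Evaluation: % luminescence enhancement versus blank-corrected plate control mean; Benchmarks: plate controls and plate blanks.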
PERK inhibitor = inhibitors of human PERK kinase. CHO PERK-DD fusion, SEAP luminescence translation reporter. AID 1416. Q9NZJ5. inhibition, % at 5.6 µM. 220,000 tested, 0.17% active;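 active = inhibition above the mean inhibition of all tested compounds plus 3 SD, set separately per screening campaign, cut at about 2.9% in these data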;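 also: PERK kinase domain activated by AP20187 dimerizer at 100 nM; 0% = DMSO with dimerizer and 100% = rapamycin at 8.4 µM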
eIF4E 4G PPI = blocks eIF4E binding to eIF4G | P63073+Q04637 | TR-FRET eIF4E-eIF4GI(517-606) binding, 2 h | inhibition, % at 21.7 µM | 220,000 tested, 0.37% active;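 active = inhibition above about 30%, limit read from the data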;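 also: 0% = full FRET control wells and 100% = background wells lacking eIF4GI fragment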
S1P4 ag = activates the human S1P4 receptor | S1P4-expressing cell line, agonist reporter assay | 220,000 tested, 0.35% active | activation, % at 4.98 µM | O95977; in the data active = activation above about 11%;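 also: 0% = DMSO vehicle and 100% = reference agonist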
S1P4 antag = blocks the human S1P4 receptor; S1P4-expressing cells, antagonist mode, reporter read-out; O95977; inhibition, % at 4.98 µM; 220,000 tested, 0.26% active; in the data active = inhibition above about 29%;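 also: 0% = wells stimulated with agonist and 100% = vehicle wells without agonist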
BaF3 parental = reduces parental Ba/F3 cell viability, JAK2V617F counter-screen; CellTiter-Glo ATP luminescence; inhibition, % at 5.6 µM; 220,000 tested, 1.1% active; AID 1486;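 active = inhibition above a per-campaign cutoff, the mean inhibition of all tested compounds plus 3 SD, cut at about 27% in these data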;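 also: 0% = DMSO wells and 100% = JAK Inhibitor I control wells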
Wee1 stabilizer = blocks degradation of human Wee1 kinase | P30291 | HeLa Luc-Wee1K328M stability, luciferase luminescence; 100% = proteasome inhibitor MG132 effect | reporter increase, % at 5 µM | 220,000 tested, 1.2% active;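 active = activation above the mean of all tested compounds plus 3 SD, set per screening run, cut at about 8.8% in these data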;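 also: cells exposed to compound for 20 h before luminescence read; 0% = DMSO alone and 100% = MG132 at 30 µM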
Target sequence (P30291 whole entry K328M): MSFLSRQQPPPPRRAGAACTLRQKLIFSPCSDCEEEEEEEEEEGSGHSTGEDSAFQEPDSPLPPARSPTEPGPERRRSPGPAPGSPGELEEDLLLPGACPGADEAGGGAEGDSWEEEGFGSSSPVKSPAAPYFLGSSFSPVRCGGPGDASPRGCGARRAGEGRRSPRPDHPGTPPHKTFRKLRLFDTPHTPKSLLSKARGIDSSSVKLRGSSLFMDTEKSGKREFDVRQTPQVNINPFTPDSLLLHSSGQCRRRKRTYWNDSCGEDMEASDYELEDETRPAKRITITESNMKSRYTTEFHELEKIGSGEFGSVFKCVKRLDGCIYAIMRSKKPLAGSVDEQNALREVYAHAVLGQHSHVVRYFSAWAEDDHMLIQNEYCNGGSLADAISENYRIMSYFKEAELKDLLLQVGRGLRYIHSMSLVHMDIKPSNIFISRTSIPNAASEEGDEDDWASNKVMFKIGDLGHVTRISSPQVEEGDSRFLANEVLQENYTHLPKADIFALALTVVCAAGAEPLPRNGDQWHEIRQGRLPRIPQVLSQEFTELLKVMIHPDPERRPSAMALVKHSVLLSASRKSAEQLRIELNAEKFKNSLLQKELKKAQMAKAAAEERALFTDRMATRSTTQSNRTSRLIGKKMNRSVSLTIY
NPY-Y2 PAM-ag = human NPY-Y2 potentiation or agonism, primary screen | cells expressing NPY-Y2, potentiator/agonist read-out | AID 1359 | activation, % at 3.6 µM | P49146 | 220,000 tested, 0.45% active; in the data active = activation above about 27%;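 also: cells stimulated with NPY near EC25 plus isoproterenol at EC100; 0% = vehicle plus submaximal agonist and 100% = vehicle plus saturating agonist; some results beyond the cut were filed as inactive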
Target sequence (P49146 whole entry, looked up): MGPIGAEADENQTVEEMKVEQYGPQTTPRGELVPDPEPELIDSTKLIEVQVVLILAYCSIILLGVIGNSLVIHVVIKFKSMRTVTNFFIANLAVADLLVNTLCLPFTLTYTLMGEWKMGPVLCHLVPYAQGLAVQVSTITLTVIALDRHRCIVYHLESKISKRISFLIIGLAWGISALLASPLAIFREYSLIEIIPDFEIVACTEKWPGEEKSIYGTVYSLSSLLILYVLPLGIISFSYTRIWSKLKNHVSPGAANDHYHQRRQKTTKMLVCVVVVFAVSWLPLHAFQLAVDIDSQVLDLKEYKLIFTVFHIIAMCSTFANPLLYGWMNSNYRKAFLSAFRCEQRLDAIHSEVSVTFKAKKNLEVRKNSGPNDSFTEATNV
Ba/F3 V617F tox = loss of viability in JAK2V617F-driven Ba/F3 cells | Ba/F3 EpoR-JAK2V617F viability, ATP luminescence | inhibition, % at 5.6 µM | 220,000 tested, 1.1% active | AID 1446;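 active = inhibition above the campaign mean plus 3 SD over all tested compounds, cut at about 24% in these data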;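 also: cytokine-independent growth of Ba/F3 cells driven by EpoR plus mutant JAK2; 0% = DMSO-treated cells and 100% = JAK inhibitor I control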
Numbers without * were called inactive; nt = not tested or not shown; [ ] = remark or other dose.

cpd	Structure	MDM2 E3 inh	PERK inhibitor	eIF4E 4G PPI	S1P4 ag	S1P4 antag	BaF3 parental	Wee1 stabilizer	NPY-Y2 PAM-ag	Ba/F3 V617F tox
1	COc1ccc(/C=C(\C#N)C(=O)Nc2cc(S(=O)(=O)N3CCCCC3)ccc2N2CCCCC2)cc1	-13	0.5	0	0.8	-27	7	-2	11	-2
2	Cc1ccc(C2CC(c3cccs3)=NN2C(=O)c2ccc(Br)o2)cc1 (stereo not drawn)	-17	-2.9	-15	-0.7	8	1	0	-19	-1
3	CC1(C)CC(=O)C=C(NCc2cccc(C(F)(F)F)c2)C1	-9	-0.4	-5	1.1	0	0	1	-16	0
4	O=C(Nc1ccccc1Sc1ccccc1)c1ccc(F)cc1	nt	0.1	4	-0.8	-6	5	5	2	2
5	CCC(C)NCCOCCOc1ccc(Br)cc1C (stereo not drawn)	-2	-0.2	1	-0.6	9	12	7	-5	1
6	CN(C)c1ccc(C=C2C(=O)OC(C)(C)OC2=O)cc1	-4	1.6	3	1.1	8	5	-3	-12	3
7	Cc1cncn1CCc1nc2c3ccccc3nc(=S)n2[nH]1	nt	1.0	nt	0.6	2	1	0	7	1
8	O=C(Nn1cnnc1)c1ccccc1-c1ccccc1	-10	2.1	-2[fluorescence artefact?]	1.5	-11	2	-1	11	-2
9	O=C(NCCCN1CCCC1=O)c1cccc(N2CCCC2=O)c1	-9	1.7	8[fluorescence artefact?]	2.2	23	3	-1	8	-3
10	CC(CN1CCCCC1)OC(=O)c1ccccc1Cl (stereo not drawn)	-16	0.1	5[fluorescence artefact?]	0.7	26	5	-2	-12	7
11	Cn1c(SCC(=O)Nc2ccc(F)cc2F)nnc1-c1cccnc1	-9	1.1	1	-1.9	-8	-2	-1	7	-3
12	O=C(O)CCC(=O)Nc1cccc(-c2csc(-c3ccccc3)n2)c1	11	1.5	2	1.8	-7	6	0	4	4
13	O=C(Nc1nnc(C2CCCC2)s1)C1CCN(S(=O)(=O)c2ccc(Cl)cc2)CC1	0	0.6	0[fluorescence artefact?]	1.0	-16	2	-3	5	2
14	COc1cccc(-c2ccc(SCc3ccccn3)nn2)c1	-17	0.0	-2	-1.3	2	4	2	0	3
15	Cc1cc[n+](-c2[nH]c(=O)sc2/C=N/N=C(\[O-])c2ccccc2)cc1	-12	0.1	6	-0.1	3	-2	-2	-4	2
16	O=C(O)c1ccc(Br)cn1	12	1.0	2	27*	2	9	0	-6	6
17	CC(=O)C(Sc1nc(-c2ccc(F)cc2)nc2c1c(=O)n(C)c(=O)n2C)C(C)=O	0	0.8	-2	-0.9	-5	-1	2	-6	-1
18	COc1cc(/C=C2\SC(c3ccc(C)cc3)=NC2=O)cc(OC)c1O	-3	1.4	7[fluorescence artefact?]	0.1	-4	0	-1	0	-4
19	Cc1ccccc1OCC1CNC(=O)O1 (stereo not drawn)	-5	0.2	3	-4.0	7	1	-2	0	-2
20	CCN(CC)c1cc(C(F)(F)F)nc(-c2ccccn2)n1	-9	0.1	-2[fluorescence artefact?]	1.1	-16	4	1	-2	1
21	O=C(c1ccco1)N1N=C(C2CCCCC2)CC1(O)C(F)(F)F (stereo not drawn)	-2	-0.4	1	1.7	4	12	-3	-2	2
22	O=C(NCc1ccc2c(c1)OCO2)c1cc2ccccc2o1	-15	0.4	10	1.2	-27	3	7	-15	-5
23	CNC(=O)Nc1ccccc1NC(=O)NC	5	1.1	-2	0.8	8	4	-1	12	-2
24	O=C(CSc1nnc(-c2ccncc2)n1CC1CCCO1)Nc1cccc(O)c1 (stereo not drawn)	-17	-0.8	-3[fluorescence artefact?]	4.4	-13	3	-1	-4	3
25	C/C=C(\C)C(=O)NCCN1C2=NC[C@H](C(C)C)N2C[C@H]1Cc1ccc(O)cc1	nt	1.6	0	-0.6	-1	4	1	1	-6

The last four compounds of the section before lead into the next.
cpd	Structure	MDM2 E3 inh	PERK inhibitor	eIF4E 4G PPI	S1P4 ag	S1P4 antag	BaF3 parental	Wee1 stabilizer	NPY-Y2 PAM-ag	Ba/F3 V617F tox
22	O=C(NCc1ccc2c(c1)OCO2)c1cc2ccccc2o1	-15	0.4	10	1.2	-27	3	7	-15	-5
23	CNC(=O)Nc1ccccc1NC(=O)NC	5	1.1	-2	0.8	8	4	-1	12	-2
24	O=C(CSc1nnc(-c2ccncc2)n1CC1CCCO1)Nc1cccc(O)c1 (stereo not drawn)	-17	-0.8	-3[fluorescence artefact?]	4.4	-13	3	-1	-4	3
25	C/C=C(\C)C(=O)NCCN1C2=NC[C@H](C(C)C)N2C[C@H]1Cc1ccc(O)cc1	nt	1.6	0	-0.6	-1	4	1	1	-6
26	Cc1ccc(NC2CCCCC2NS(=O)(=O)c2ccc(Cl)cc2)cc1 (stereo not drawn)	-5	0.9	-4	0.0	-2	2	0	1	-3
27	CN1CCN(CC(=O)NN(Cc2ccccc2)c2ccccc2)CC1	0	-0.8	-6	2.4	6	2	-2	-12	0
28	S=c1[nH]nc(-c2ccco2)n1-c1ccccc1Cl	nt	1.2	2	-1.8	-9	7	2	-8	4
29	O=S(=O)(c1cccs1)N1CCN(S(=O)(=O)c2cccs2)CC1	-10	0.5	-3	2.9	6	5	3	5	-2
30	COc1ccc(CCNC(=O)CN2CCN(S(=O)(=O)c3ccc(Cl)cc3)CC2)cc1OC	-27	-2.0	6[fluorescence artefact?]	-3.6	10	1	-1	4	-3
31	CCOC(=O)C(=CNc1nc2ccc(C(=O)OCC)cc2s1)C(=O)OCC	nt	0.4	4	0.8	-17	-5	-2	-7	-3
32	COCCn1c(C)cc(/C=C2/NC(=O)N(Cc3ccc(C)cc3)C2=O)c1C	-2	-1.1	2	0.1	-18	-4	-5	-2	-6
33	COc1ccc(NC(=S)NNC(=O)C(C)n2nc(C)c([N+](=O)[O-])c2C)cc1 (stereo not drawn)	-53	0.8	-2	-3.1	25	2	0	-13	-2
34	O=C(NNC1=NC2(CCCC2)Cc2ccccc21)c1cccnc1	-13	-0.2	-1	-2.1	1	2	-1	1	-5
35	COc1cc(OC)cc(-n2nnnc2SCC(=O)NCc2cccs2)c1	-10	-0.6	1	1.7	-7	-1	-3	9	3
36	COc1cccc(N(C(=O)Cn2nnc(-c3ccc(C)cc3)n2)C(C(=O)NC(C)(C)C)c2c[nH]c3ccccc23)c1 (stereo not drawn)	-15	-0.1	0	-0.7	13	5	1	16	-2
37	CCNS(=O)(=O)c1ccc(Br)c(OC)c1	6	-0.5	-4[fluorescence artefact?]	-0.9	-4	8	0	-14	2
38	COc1cccc(-c2nnc(NC(=O)c3ccc(S(=O)(=O)N4CCOCC4)cc3)o2)c1	-2	0.7	6	3.4	-6	2	3	-22	-1
39	CCOC(=O)C1=C(c2ccccc2)Nc2nc(C)nn2C1c1cccc(OC)c1OC (stereo not drawn)	-14	-1.4	12	0.4	-19	4	-1	7	-1
40	O=C(N/N=C/C=C/c1ccco1)c1cccc([N+](=O)[O-])c1	17	1.1	20	1.3	-21	5	1	1	-3
41	Cc1ccccc1NC(=O)C1CCCN1S(=O)(=O)c1ccc2c(c1)n(C)c(=O)c(=O)n2C (stereo not drawn)	nt	0.2	1	0.5	-5	4	-3	7	1
42	Cc1cccc(NC(=S)NCCCN2CCOCC2)c1	nt	0.5	2[fluorescence artefact?]	0.5	-1	2	2	-1	-3
43	CCOC(=O)N1CCN(S(=O)(=O)c2cc(-c3nn4c(C)nnc4c4ccccc34)ccc2C)CC1	3	0.1	-5	0.8	-2	0	-1	-8	3
44	CCNc1nnc(CCn2nc(C)c(Br)c2C)s1	-3	-0.5	0	0.8	-5	-1	1	3	1
45	CCOc1ccc(NC(=O)Nc2ccc3nsnc3c2)cc1	-2	0.6	-1	0.4	5	10	-4	-5	1
46	CCOC(=O)CNC(=O)c1cc(-c2ccccn2)nc2c(C)c(Cl)ccc12	-16	2.0	-1	-0.1	3	-3	0	-3	-2
47	Cc1cccc(NC(=O)CSc2nnc(CCNC(=O)OC(C)(C)C)o2)c1C	6	2.0	-3	-0.2	6	-3	-1	-13	-2
48	Cc1cc(C(=O)OCC(=O)NC2CCS(=O)(=O)C2)c(C)n1-c1ccccc1 (stereo not drawn)	0	-0.1	-2	-1.1	1	-2	2	-2	-5
49	COc1ccc(NC(=S)N2CCc3ccccc3C2)cc1	nt	-1.1	5	3.9	-17	4	0	2	1
50	COCc1cc(CN2CCN(Cc3ccsc3)C(CCO)C2)ccc1OC (stereo not drawn)	0	0.1	-2	0.8	-1	7	0	-6	3

Arranged by value in PERK inhibitor (highest first): three of the compounds above.
# | compound | MDM2 E3 inh | PERK inhibitor | eIF4E 4G PPI | S1P4 ag | S1P4 antag | Wee1 stabilizer | NPY-Y2 PAM-ag
28 | S=c1[nH]nc(-c2ccco2)n1-c1ccccc1Cl | nt | 1.2 | 2 | -1.8 | -9 | 2 | -8
42 | Cc1cccc(NC(=S)NCCCN2CCOCC2)c1 | nt | 0.5 | 2[fluorescence artefact?] | 0.5 | -1 | 2 | -1
37 | CCNS(=O)(=O)c1ccc(Br)c(OC)c1 | 6 | -0.5 | -4[fluorescence artefact?] | -0.9 | -4 | 0 | -14

Continuation:
51) CC(=O)N(Cc1ccc(F)cc1)Cc1nc2ccccc2c(=O)[nH]1
52) OCCC1CN(Cc2cccc3nccnc23)CCN1Cc1ccc(F)c(F)c1 (stereo not drawn)
53) O=C1CS(=O)CN1c1ccc(Oc2ccccc2)cc1 (stereo not drawn)
54) CCOc1ccc(C(=O)N/N=C(\c2ccccc2)c2ccccn2)cc1
55) O=C1CCCc2c1cc(C(=O)NCc1ccco1)c(=O)n2-c1ccc(Cl)cc1
56) O=C(NC1(C(F)(F)F)NC(=O)N(c2ccc(F)cc2)C1=O)c1cccs1 (stereo not drawn)
57) NC(=O)c1c(C(F)(F)F)cc(-c2ccccc2)nc1NCCO
58) Cc1nc(N2CCc3ccccc32)[nH]c(=O)c1CCC(C)C
59) CCc1c(C)c2ccc(OCC(=O)OC)cc2oc1=O
entry no.,51,52,53,54,55,56,57,58,59
MDM2 E3 inh,6,-8,-42,-11,-56,-11,-1,nt,-17
PERK inhibitor,-0.1,-0.4,1.3,-1.7,-0.3,0.8,0.6,0.5,-0.1
eIF4E 4G PPI,1,1,2,0,8,0,-1,nt,-2
S1P4 ag,0.9,0.8,0.3,0.2,-0.1,2.1,-0.6,4.2,-0.7
S1P4 antag,0,-4,8,12,-1,-5,-6,-11,-13
BaF3 parental,8,12,12,80*,-1,1,4,4,2
Wee1 stabilizer,-3,0,2,-3,-2,-5,-4,0,-3
NPY-Y2 PAM-ag,-6,-3,-19,-32,-3,6,19,8,-7
Ba/F3 V617F tox,-2,7,9,86*,1,0,-2,2,0

The order is random; any-hit rate near 4.1%.
